# MITF inh: human MITF inhibition, primary screen; O75030; AlphaScreen MITF homodimerization, bead proximity signal; inhibition, % at 2.6 µM; 650,000 compounds, 0.91% hits; AID 1259374; in the data active = inhibition above about 50%;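 note: 0% = vehicle wells with protein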
# Target sequence (O75030 whole entry, looked up): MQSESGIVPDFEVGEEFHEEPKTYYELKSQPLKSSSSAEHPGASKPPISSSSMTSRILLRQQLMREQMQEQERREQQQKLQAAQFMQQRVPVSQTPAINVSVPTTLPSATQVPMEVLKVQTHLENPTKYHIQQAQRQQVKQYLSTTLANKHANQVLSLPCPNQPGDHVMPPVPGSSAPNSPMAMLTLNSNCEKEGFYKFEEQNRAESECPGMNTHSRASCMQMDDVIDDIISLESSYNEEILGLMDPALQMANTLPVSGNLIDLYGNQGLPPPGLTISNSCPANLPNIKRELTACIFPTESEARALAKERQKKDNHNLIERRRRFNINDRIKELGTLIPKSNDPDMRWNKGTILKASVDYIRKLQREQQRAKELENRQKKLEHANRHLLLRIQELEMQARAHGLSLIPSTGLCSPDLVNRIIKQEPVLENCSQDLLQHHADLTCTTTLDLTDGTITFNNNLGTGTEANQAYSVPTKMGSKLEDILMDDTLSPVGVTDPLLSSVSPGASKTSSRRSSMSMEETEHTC
# TEAD-YAP block: TEAD-YAP interaction inhibition. inhibition, % at 9.12 µM. HEK-TIYL cells, TEAD-Gal4/YAP UAS-luciferase luminescence. 640,000 compounds, 1.4% hits. AID 1259422; in the data active = inhibition above about 32%;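 note: 0% = median of test compound wells and 100% = reference inhibitor wells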
# GPR151 activ: activators of human GPR151; Q8TDV0; PathHunter beta-arrestin GPR151 cells, luminescence; activation, % at 11.2 µM; 650,000 compounds, 1% hits; AID 1508602; in the data active = activation above about 4.9%;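 note: 0% = median of compound wells and 100% = cells with positive control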
# Target sequence (Q8TDV0 whole entry, looked up): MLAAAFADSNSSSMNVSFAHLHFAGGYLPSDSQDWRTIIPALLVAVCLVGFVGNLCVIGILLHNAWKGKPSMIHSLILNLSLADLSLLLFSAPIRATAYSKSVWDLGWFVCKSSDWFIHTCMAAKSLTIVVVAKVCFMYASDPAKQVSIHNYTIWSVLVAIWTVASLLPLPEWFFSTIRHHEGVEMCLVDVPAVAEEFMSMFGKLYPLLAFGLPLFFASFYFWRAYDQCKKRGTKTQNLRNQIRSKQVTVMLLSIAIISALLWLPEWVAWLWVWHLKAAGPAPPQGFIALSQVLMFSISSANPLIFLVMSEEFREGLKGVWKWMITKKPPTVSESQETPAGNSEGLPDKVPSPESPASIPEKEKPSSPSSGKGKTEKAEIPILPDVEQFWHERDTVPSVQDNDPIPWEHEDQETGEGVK
# FBW7 act: human FBW7 E3 ligase activation, primary screen | Q969H0 | AlphaScreen FBW7–phospho-cyclin E peptide binding, activator screen | 650,000 compounds, 0.13% hits | normalized activity (activation), % at 26.1 µM; in the data active = normalized activity above about 1.9%;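 note: purified mutant Fbw7 with reduced substrate affinity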
# Starred values were filed as active, the others as inactive.
1: CC1CCN(S(=O)(=O)c2ccc(S(=O)(=O)N3CCN(CCC#N)CC3)cc2)CC1
2: CC1(C2CCN(Cc3cc4ccccc4o3)CC2)NC(=O)N(CCN2CCOCC2)C1=O (stereo not given)
3: COC(=O)c1ccc(NC(=O)CSc2nnc(-c3ccncc3)s2)cc1
4: O=C(NCc1ccc(F)cc1)c1ccc(-c2ccco2)nc1NCc1cccnc1
5: COc1ccc(C(=O)OCc2ccc(F)cc2)c(OC)c1

assay / compound	1	2	3	4	5
MITF inh	-4	0	-6	15	-9
TEAD-YAP block	0	13	1	5	-9
GPR151 activ	0.1	1.6	2.4	0.0	0.2
FBW7 act	-0.1	0.3	-0.5	0.1	0.0

6: CCOC(=O)c1c(NC(=O)Cc2ccccc2)sc(C(=O)Nc2cc(C(F)(F)F)ccc2Cl)c1C
7: Cc1cc(=O)nc2c3ccccc3n(C(C)C(=O)N(C)Cc3ccccc3)n12 (stereo not given)
8: Cc1ccc(C(=O)N2CCSCC2)cc1
9: CCOc1ccccc1NC(=O)CN1C(=O)CSC(C)C1=O (stereo not given)
10: NS(=O)(=O)c1ccc(CCNS(=O)(=O)c2ccc3[nH]c(=O)ccc3c2)cc1

assay / compound	6	7	8	9	10
MITF inh	11	-3	-14	9	-7
TEAD-YAP block	11	-15	6	1	-5
GPR151 activ	-0.6	0.7	-1.5	0.2	-0.4
FBW7 act	0.2	-0.1	-0.2	0.0	0.1

11: COc1ccc(OC)c(N(CC(=O)Nc2ccc(F)cc2)S(C)(=O)=O)c1
12: Cc1nn(C)c(C)c1NC(=O)Cn1c(=O)n(C)c2ncccc21
13: O=C1CSC(c2cccc(Br)c2)N1c1ccc(I)cc1 (stereo not given)
14: Cc1cccc(C(C(=O)NC(C)(C)C)N(C(=O)c2csnn2)c2ccccc2)c1 (stereo not given)
15: CCN(CC)CCNC(=O)C1CCN(c2nc3ccccc3n2CC)CC1

assay / compound	11	12	13	14	15
MITF inh	24	13	0	3	-19
TEAD-YAP block	6	-6	-17	-11	-10
GPR151 activ	-0.4	-0.1	-0.8	0.0	2.1
FBW7 act	0.1	0.1	-0.1	0.0	-0.1

16: COc1ccc(CN2CCc3nnc(C(C)NC(=O)c4ccco4)n3CC2)cc1OC (stereo not given)
17: O=CNc1nc(-c2coc([N+](=O)[O-])c2)cs1
18: CC(C)(C)C(=O)Nc1ccc(C(C)(C)C)cc1[N+](=O)[O-]
19: COc1ccc(/C=C(/NC(=O)c2ccco2)C(=O)NCCC(=O)O)cc1
20: Cc1cc(C)nc(Sc2ncnc(N)c2[N+](=O)[O-])n1

assay / compound	16	17	18	19	20
MITF inh	-8	-7	9	-1	3
TEAD-YAP block	-4	10	0	7	14
GPR151 activ	1.7	1.4	1.8	0.2	1.3
FBW7 act	0.0	-0.7	-0.1	-0.2	-0.1

21: CCOC(=O)c1c(NC(=O)CSc2nnc(CNC(=O)COc3ccccc3)n2-c2ccc(F)cc2)sc2c1CCCCC2
22: CCOC(=O)Cn1c(=O)oc2cc(S(=O)(=O)N3CCCC(C(=O)OCC)C3)ccc21 (stereo not given)
23: COCCOC(=O)C1=C(C)NC2=C(C(=O)CC(C)(C)C2)C1c1ccc(OC)c(Br)c1 (stereo not given)
24: CCOc1ccccc1C1NC(=O)NC(C)=C1C(=O)OC (stereo not given)
25: COc1ccc(-c2ccc(C(=O)NCc3cccnc3)s2)cn1

assay / compound	21	22	23	24	25
MITF inh	6	-1	-2	10	12
TEAD-YAP block	0	-2	7	11	-27
GPR151 activ	0.1	0.3	-0.6	0.4	-2.2
FBW7 act	0.0	-0.2	0.0	-0.1	0.0

26: COc1ccc(-c2noc(CN(C)Cc3cnccn3)n2)cc1
27: O=C(CCCO)N/N=C/c1ccccc1[N+](=O)[O-]
28: Cc1cccn2c(=O)c3cc(C(=O)N4CCN(c5cccc(Cl)c5)CC4)n(C)c3nc12
29: CCC1(CC)C(=O)N(C)C(=O)NC1=Nc1ccccc1
30: COC(=O)c1ccc2nc(NC(=O)CSc3nc(C)cc(=O)[nH]3)sc2c1

assay / compound	26	27	28	29	30
MITF inh	4	13	8	21	3
TEAD-YAP block	-15	-4	13	-9	-12
GPR151 activ	0.5	1.4	-0.4	3.3	0.1
FBW7 act	0.0	0.4	-0.2	-0.3	-0.9

31: COC(=O)c1cc2ccccc2c([N+](=O)[O-])c1O
32: CCN(CC)C(=O)Cn1nc2c3ccccc3nc(C(C)C)n2c1=O
33: Cc1cc([N+](=O)[O-])ccc1NC(NC(=O)c1cccs1)C(=O)c1ccccc1 (stereo not given)
34: COc1ccc(C2=NN(C(=O)c3cc(OC)c(OC)c(OC)c3)C(c3ccc(OC)c(OC)c3)C2)cc1OC (stereo not given)
35: CC(=O)N1CCN(S(=O)(=O)c2ccc(S(=O)(=O)N3CCCC(C)C3)cc2)CC1 (stereo not given)

assay / compound	31	32	33	34	35
MITF inh	-2	2	13	2	22
TEAD-YAP block	-9	18	10	21	7
GPR151 activ	2.2	0.2	1.0	1.5	-0.7
FBW7 act	0.0	-0.2	0.0	0.1	0.2

36: CCC(=O)Nc1c(C(=O)Nc2ccccc2F)oc2ccccc12
37: Cc1nc2c(c(=O)[nH]1)CCN(C(=O)C1C3C=CC4(CN(C(C)C)C(=O)C14)O3)C2 (stereo not given)
38: COCCn1c(Cc2ccccc2)nnc1SCC(=O)NC1CCCCC1
39: COc1ccccc1NC(=O)Nc1ccnn1C1CCN(C(=O)NC(C)(C)C)CC1
40: Cc1ccc(/C(N)=N/OC(=O)c2ccc3c(c2)OCO3)cc1

assay / compound	36	37	38	39	40
MITF inh	-4	-7	19	18	-7
TEAD-YAP block	7	-4	1	11	-58
GPR151 activ	-1.7	-0.9	-0.4	-1.2	0.5
FBW7 act	0.0	-0.1	0.1	0.3	0.1

41: Cc1nnc(SCC(=O)Nc2nc(C(C)(C)C)cs2)s1
42: Cc1ccc(-c2csc(NC(=O)CN3C(=O)c4ccccc4C3=O)n2)cc1
43: O=C(NC(c1ccccc1)c1ccccn1)C1CCN(C(=O)Cc2ccc(Cl)cc2)CC1 (stereo not given)
44: Cc1ccc2oc3c(c2c1)-c1oc(C)cc1C(C)(c1ccccc1)CC3 (stereo not given)
45: CC(C)(C)c1[nH]nc2c1C(c1ccccc1F)C(C#N)=C(N)O2 (stereo not given)

assay / compound	41	42	43	44	45
MITF inh	12	-9	9	-1	-7
TEAD-YAP block	-5	-25	-1	4	-11
GPR151 activ	-1.7	-1.9	2.9	-0.5	0.1
FBW7 act	0.0	0.0	0.1	0.1	-0.1

46: COc1ccc(-c2cnc3c(N4CCN(C)CC4)nccn23)cc1
47: O=C1CN(C(=O)CN2CCC(n3nnc4cc(F)ccc43)CC2)c2ccccc2N1
48: O=C(C1CCCO1)N1CCN(C(=S)NC2CCCC2)CC1 (stereo not given)
49: Cc1ccc2c3c(ccc2n1)NC1=C(C(=O)CCC1)C3C1CC=CCC1 (stereo not given)
50: CCNc1nc(C(=O)NCCN2CCOCC2)cs1

assay / compound	46	47	48	49	50
MITF inh	-15	-3	12	5	1
TEAD-YAP block	-31	7	10	-1	0
GPR151 activ	0.2	0.2	1.2	1.3	-1.2
FBW7 act	0.0	-0.1	0.2	-0.1	0.1

# Rewritten with values under each structure: part of the list above
# Each structure is followed by: MITF inh | TEAD-YAP block | GPR151 activ | FBW7 act
(33) Cc1cc([N+](=O)[O-])ccc1NC(NC(=O)c1cccs1)C(=O)c1ccccc1 (stereo not given)
→ 13 | 10 | 1.0 | 0.0
(34) COc1ccc(C2=NN(C(=O)c3cc(OC)c(OC)c(OC)c3)C(c3ccc(OC)c(OC)c3)C2)cc1OC (stereo not given)
→ 2 | 21 | 1.5 | 0.1
(35) CC(=O)N1CCN(S(=O)(=O)c2ccc(S(=O)(=O)N3CCCC(C)C3)cc2)CC1 (stereo not given)
→ 22 | 7 | -0.7 | 0.2
(36) CCC(=O)Nc1c(C(=O)Nc2ccccc2F)oc2ccccc12
→ -4 | 7 | -1.7 | 0.0
(37) Cc1nc2c(c(=O)[nH]1)CCN(C(=O)C1C3C=CC4(CN(C(C)C)C(=O)C14)O3)C2 (stereo not given)
→ -7 | -4 | -0.9 | -0.1
(38) COCCn1c(Cc2ccccc2)nnc1SCC(=O)NC1CCCCC1
→ 19 | 1 | -0.4 | 0.1
(39) COc1ccccc1NC(=O)Nc1ccnn1C1CCN(C(=O)NC(C)(C)C)CC1
→ 18 | 11 | -1.2 | 0.3
(40) Cc1ccc(/C(N)=N/OC(=O)c2ccc3c(c2)OCO3)cc1
→ -7 | -58 | 0.5 | 0.1
(41) Cc1nnc(SCC(=O)Nc2nc(C(C)(C)C)cs2)s1
→ 12 | -5 | -1.7 | 0.0
(42) Cc1ccc(-c2csc(NC(=O)CN3C(=O)c4ccccc4C3=O)n2)cc1
→ -9 | -25 | -1.9 | 0.0
(43) O=C(NC(c1ccccc1)c1ccccn1)C1CCN(C(=O)Cc2ccc(Cl)cc2)CC1 (stereo not given)
→ 9 | -1 | 2.9 | 0.1
(44) Cc1ccc2oc3c(c2c1)-c1oc(C)cc1C(C)(c1ccccc1)CC3 (stereo not given)
→ -1 | 4 | -0.5 | 0.1
(45) CC(C)(C)c1[nH]nc2c1C(c1ccccc1F)C(C#N)=C(N)O2 (stereo not given)
→ -7 | -11 | 0.1 | -0.1
(46) COc1ccc(-c2cnc3c(N4CCN(C)CC4)nccn23)cc1
→ -15 | -31 | 0.2 | 0.0
(47) O=C1CN(C(=O)CN2CCC(n3nnc4cc(F)ccc43)CC2)c2ccccc2N1
→ -3 | 7 | 0.2 | -0.1
(48) O=C(C1CCCO1)N1CCN(C(=S)NC2CCCC2)CC1 (stereo not given)
→ 12 | 10 | 1.2 | 0.2
(49) Cc1ccc2c3c(ccc2n1)NC1=C(C(=O)CCC1)C3C1CC=CCC1 (stereo not given)
→ 5 | -1 | 1.3 | -0.1
(50) CCNc1nc(C(=O)NCCN2CCOCC2)cs1
→ 1 | 0 | -1.2 | 0.1

# More results follow.
51: COC(=O)Cc1c(C)c2cc(Cl)c(OC(C)C)cc2oc1=O
52: Cc1ccc(-c2nnc(SCC(=O)Nc3cc(C)on3)n2C)cc1
53: C=CCc1cc(C)cc(C)c1OCCCN1CCN(C)CC1
54: CC1C=CCC2C(=O)N(c3cccc(C(=O)OCC(=O)c4ccc(Cl)cc4)c3)C(=O)C12 (stereo not given)
55: COc1ccc(C2(C(=O)N3CCCC3)CCOCC2)cc1

assay / compound	51	52	53	54	55
MITF inh	-3	8	7	3	20
TEAD-YAP block	-49	6	13	-9	6
GPR151 activ	-0.6	-1.2	-0.2	-0.6	2.1
FBW7 act	0.1	0.0	-0.1	-0.1	0.3

56: O=c1[nH]c2sccc2c2nc(-c3ccc([N+](=O)[O-])cc3)nn12
57: O=C(Nc1ccc(F)c(Cl)c1)c1cc(-c2cccc(O)c2)on1
58: COc1ccc2c(c1)-c1nc(C)sc1CC2
59: Cc1cc(=O)n(Cc2ccccc2Cl)c(O)c1C#N
60: CC(C)(C)n1nc2c(c1NC(=O)CCC1CCCCC1)CS(=O)(=O)C2

assay / compound	56	57	58	59	60
MITF inh	8	-12	-5	18	-16
TEAD-YAP block	-13	-16	-8	7	-8
GPR151 activ	-3.0	0.0	-1.0	0.4	0.7
FBW7 act	0.4	0.0	-0.2	0.6	0.3

61: O=C1CCSc2c1cccc2C(=O)NCc1ccccc1
62: COC(=O)c1ccc(N2C(=O)c3ccc(C(=O)OCC(=O)c4ccc(Br)cc4)cc3C2=O)cc1
63: CCOCC(=O)Nc1ccc(-c2nnc(CC)o2)cc1
64: CCN(CC)CCNc1ncnc2c1cnn2-c1ccc(OC)cc1
65: c1ccc(C(c2ccccc2)N2CCN(Cc3nnnn3CC3CCCO3)CC2)cc1 (stereo not given)

assay / compound	61	62	63	64	65
MITF inh	-7	12	-15	8	-11
TEAD-YAP block	-2	-5	1	13	-1
GPR151 activ	1.9	-1.1	1.9	0.5	0.1
FBW7 act	0.0	0.1	0.0	0.5	0.0

66: COc1ccc(CCNC(=O)C2CCN(C(=O)Nc3ccccc3)CC2)cc1OC
67: COc1cccc(CNC(=O)C(=O)Nc2ccc(C#N)cc2)c1
68: CCC(CO)Nc1nccnc1-c1cccc(C(F)(F)F)c1 (stereo not given)
69: CC(=O)Oc1cccc(N2C(=O)C3CCCCC3C2=O)c1 (stereo not given)
70: CCOCCOC(=O)c1ccc(NC(=O)c2ccc(-c3ccccc3)cc2)cc1
71: Cc1ccccc1NC(=O)CN(c1cc(Cl)ccc1Cl)S(C)(=O)=O
72: CN1C(=O)C(C)(C)c2cc(S(=O)(=O)N(C)CC(=O)Nc3nccs3)ccc21

assay / compound	66	67	68	69	70	71	72
MITF inh	14	0	13	2	5	-5	2
TEAD-YAP block	6	-8	-2	-5	-10	0	-2
GPR151 activ	2.2	3.2	0.3	0.3	0.5	0.5	0.7
FBW7 act	0.1	-0.1	0.3	-0.1	0.1	0.0	-0.2

# Screening data as filed in PubChem.
